FBA Mtb inh – Mtb fructose-bisphosphate aldolase inhibition; purified M. tuberculosis FBA, fluorescence read-out; inhibition, % at 1 µM; 2.3% of 360,000 active; AID 588726; in the data active means inhibition above about 27%;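 further: 0% = vehicle and 100% = reference inhibitor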
UGM FP inh – blocks M. tuberculosis UGM enzyme; AID 504406; P9WIQ1; inhibition, % at 10 µM; 0.06% of 320,000 active; purified UGM, fluorescence polarization probe displacement; in the data active means inhibition above about 10%, passing the limit was not always enough; inconclusive means no clear call, values can overlap the other calls
BoNT F protease – blocks Botulinum neurotoxin F light chain protease; inhibition, % at 10 µM; Multiplex microsphere protease cleavage assay, flow cytometry; 0.22% of 360,000 active; AID 588497; in the data active means inhibition above about 35%, passing the limit was not always enough; inconclusive means no clear call, values can overlap the other calls; further: plate controls were buffer without enzyme for full effect and enzyme alone for no effect
PfHsp40 rescue – rescue of PfHsp40-mediated yeast toxicity; S. cerevisiae expressing PfHsp40, growth rescue, ATP luminescence; growth rescue, % at 12.5 µM; 0.68% of 340,000 active; in the data active means growth rescue above about 28%, passing the limit was not always enough; inconclusive means no clear call, values can overlap the other calls;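 further: yeast W303a lacking pdr1 and pdr3 grown in galactose medium; growth measured after three days at 30 °C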
Anthrax LF inh2 – anthrax lethal factor protease inhibition | P15917 | multiplex microsphere protease cleavage assay, LF | inhibition, % at 10 µM | 0.12% of 360,000 active; further: plate controls were buffer without enzyme for full effect and enzyme alone for no effect
Target sequence (P15917 whole entry, looked up): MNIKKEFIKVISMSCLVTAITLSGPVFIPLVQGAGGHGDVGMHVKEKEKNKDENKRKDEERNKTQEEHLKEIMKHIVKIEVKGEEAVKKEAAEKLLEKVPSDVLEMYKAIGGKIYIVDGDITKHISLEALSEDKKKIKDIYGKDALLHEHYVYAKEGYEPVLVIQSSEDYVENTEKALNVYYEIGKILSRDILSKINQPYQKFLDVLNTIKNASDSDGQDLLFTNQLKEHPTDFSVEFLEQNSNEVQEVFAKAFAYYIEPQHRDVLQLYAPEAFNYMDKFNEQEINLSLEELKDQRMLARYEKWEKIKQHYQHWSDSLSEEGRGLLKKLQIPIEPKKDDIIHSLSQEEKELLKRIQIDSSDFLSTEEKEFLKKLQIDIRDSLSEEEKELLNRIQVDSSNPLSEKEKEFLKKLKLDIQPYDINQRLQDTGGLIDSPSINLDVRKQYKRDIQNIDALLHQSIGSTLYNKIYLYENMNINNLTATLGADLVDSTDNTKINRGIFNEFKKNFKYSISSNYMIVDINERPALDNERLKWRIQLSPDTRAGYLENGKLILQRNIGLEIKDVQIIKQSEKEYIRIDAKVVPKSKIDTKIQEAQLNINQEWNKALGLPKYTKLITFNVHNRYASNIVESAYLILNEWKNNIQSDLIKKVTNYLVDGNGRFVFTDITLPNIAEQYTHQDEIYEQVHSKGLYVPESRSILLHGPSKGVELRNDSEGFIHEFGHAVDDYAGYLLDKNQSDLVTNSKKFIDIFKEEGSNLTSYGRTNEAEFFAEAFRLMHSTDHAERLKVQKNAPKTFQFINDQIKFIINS
BoNT A protease – blocks Botulinum neurotoxin A light chain protease. multiplex microsphere protease substrate cleavage, flow cytometry. inhibition, % at 10 µM. 0.17% of 360,000 active; further: plate controls were buffer without enzyme for full effect and enzyme alone for no effect
BioA inh – blocks M. tuberculosis BioA enzyme activity; purified M. tuberculosis BioA enzyme, plate reader; inhibition, % at 9.99 µM; 0.096% of 360,000 active; in the data active means inhibition above about 40%; inconclusive means no clear call, values can overlap the other calls
FadD28 FP inh – blocks FadD28 binding to the bisubstrate probe | 0.22% of 360,000 active | fluorescence polarization | AID 588549 | inhibition, % at 12.5 µM; in the data active means inhibition above about 8.5%, passing the limit was not always enough; inconclusive means no clear call, values can overlap the other calls
GDH-TPI counter – counter-screen for M. tuberculosis FBA inhibitors: GDH-TPI coupled enzymes | GDH-TPI coupled enzyme counterscreen, NADH absorbance | inhibition, % at 4.8 µM | 1.2% of 360,000 active | AID 588335; in the data active means inhibition above about 30%;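 further: 0% = DMSO wells and 100% = wells lacking the enzyme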
* = called active by the depositor; ? = inconclusive; nt = no result given. Unless noted, no stated cut-off is given here; in the data, active means inhibition above about 30%; inconclusive means no clear call, values can overlap the other calls; inactive means below that.

SMILES	FBA Mtb inh	UGM FP inh	BoNT F protease	PfHsp40 rescue	Anthrax LF inh2	BoNT A protease	BioA inh	FadD28 FP inh	GDH-TPI counter
CCCCNC(=O)C1CCCN(S(=O)(=O)c2c(C)noc2/C=C/c2cccs2)C1 (stereo unspecified)	-1	-0.8	-1	1.2	-4	-0.2	nt	-0.9	6
CCOC(=O)CSc1nc2ccccc2c(=O)n1CCN1CCOCC1	6	-3.0	1	-0.8	8	-0.1	0.5	0.1	0
CC(=O)Nc1ccc(NC(=O)c2ccccc2N(Cc2ccccc2)S(C)(=O)=O)cc1	0	1.3	?	-0.5	14	-4.6	0.4	-1.0	3
O=C(C[n+]1cc[nH]c1)c1ccc(Cl)cc1	-5	-1.2	-17	1.3	-5	-1.5	-0.2	-2.6	5
O=C(O)c1c(-c2ccccc2)c(-c2ccccc2)nc2ccccc12	2	1.7	-3	-1.0	-3	-0.5	nt	-1.0	1
CCCc1nc(SCC(=O)c2ccc(OC)cc2)c2ccccc2n1	-2	0.8	-1	8.9	-5	0.4	3.2	-5.9	-6
O=C(OCC(=O)N1CCCCC1)c1ccc(OC(F)(F)F)cc1	0	-1.8	-5	-0.2	0	0.5	-0.6	-0.5	8
CCCCNC(=O)[C@H]1C[C@H]1[C@@H](O)[C@H](CO)NC(=O)[C@H](Cc1ccccc1)NC(=O)OC(C)(C)C	-1	0.2	-3	12	-9	0.4	-2.6	-3.4	-2
COc1ccccc1NC(=O)CCC(=O)OCc1ccc([N+](=O)[O-])cc1	2	0.8	1	0.1	-2	-0.4	nt	-1.3	3
Cn1c(SCC(=O)NC2CCS(=O)(=O)C2)nnc1-c1ccco1 (stereo unspecified)	4	0.3	-3	-0.5	2	-0.4	-7.7	-1.3	3
O=C1c2ccccc2C(=O)N1Cc1ccccn1	-4	-0.8	4	-0.3	6	0.3	nt	-4.5	2
O=C(COC(=O)/C=C/c1ccc(F)cc1)NCc1ccc2c(c1)OCO2	2	-1.0	-10	-0.6	0	0.3	8.1	0.3	4
Cc1cnc(C(=O)Nc2cccc(S(=O)(=O)N(C)C)c2)cn1	1	0.1	-4	-1.7	1	-0.3	21	0.3	-2
COC(=O)c1ccc(NC(=O)CSCC(=O)OCC(=O)c2ccc(Br)cc2)cc1	1	-2.9	8	1.1	-1	1.7	-0.4	0.1	-3
Cc1ccc2cc3cc(C(=O)N4CCN(Cc5ccccc5)CC4)sc3nc2c1	1	-1.2	2	0.5	6	0.2	5.2	-0.7	4

Full records from above:
`O=C(O)c1c(-c2ccccc2)c(-c2ccccc2)nc2ccccc12` as listed: FBA Mtb inh = 2; UGM FP inh = 1.7; BoNT F protease = -3; PfHsp40 rescue = -1.0; Anthrax LF inh2 = -3; BoNT A protease = -0.5; BioA inh = nt; FadD28 FP inh = -1.0; GDH-TPI counter = 1
`CCCCNC(=O)C1CCCN(S(=O)(=O)c2c(C)noc2/C=C/c2cccs2)C1` (stereo unspecified) as listed: FBA Mtb inh = -1; UGM FP inh = -0.8; BoNT F protease = -1; PfHsp40 rescue = 1.2; Anthrax LF inh2 = -4; BoNT A protease = -0.2; BioA inh = nt; FadD28 FP inh = -0.9; GDH-TPI counter = 6
`CCCc1nc(SCC(=O)c2ccc(OC)cc2)c2ccccc2n1` as listed: FBA Mtb inh = -2; UGM FP inh = 0.8; BoNT F protease = -1; PfHsp40 rescue = 8.9; Anthrax LF inh2 = -5; BoNT A protease = 0.4; BioA inh = 3.2; FadD28 FP inh = -5.9; GDH-TPI counter = -6

Other entries:
SMILES	FBA Mtb inh	UGM FP inh	BoNT F protease	PfHsp40 rescue	Anthrax LF inh2	BoNT A protease	BioA inh	FadD28 FP inh	GDH-TPI counter
COc1ccc(OC(C)C(=O)N(C)Cc2nc(-c3ccccc3)no2)cc1 (stereo unspecified)	-1	4.0	-35	0.4	8	-1.9	0.7	-4.1	3
CCC(=O)N1CCN(CCN=Cc2c(O)n(C)c(=O)n(C)c2=O)CC1	-2	-1.0	1	1.8	1	1.8	-0.2	-0.5	9
CCOC(=O)c1cc(C)[nH]c1C	0	3.0	4	0.2	-10	-0.4	nt	0.6	15
N#CCc1ccc(OC(=O)c2cccnc2)cc1	3	1.2	-20	-1.2	-5	-0.6	0.5	-2.7	1
CN(C)C(=S)Nc1ccc([N+](=O)[O-])cc1	0	-2.7	2	-0.6	-2	-0.3	nt	-0.3	12
CC(=O)N1[C@H](C)C=C[C@]1(Cc1ccccc1)C(=O)NCCN1CCOCC1	1	-0.1	-5	-1.3	-2	0.0	-6.1	-0.8	8
O=C(Nc1cc([N+](=O)[O-])ccc1F)C1CCN(S(=O)(=O)c2cccs2)CC1	0	0.6	-5	-1.6	-1	0.0	-0.7	nt	-4
CC(Sc1nnc(N)s1)C(=O)c1c(N)n(C)c(=O)n(C)c1=O (stereo unspecified)	-1	nt	-12	1.3	-3	-2.9	0.3	-3.0	1
CCOC(=O)N1CCN(C(=O)c2cccn3c(=O)c4sccc4nc23)CC1	66*	0.1	-3	0.5	-8	?	36	-2.7	53*
COC(=O)[C@@]12CCCN1[C@H](c1ccc(-c3ccc4c(c3)OCO4)cc1)[C@H]1C(=O)N(C)C(=O)[C@H]12	-1	4.4	-4	-0.5	-7	-0.5	-0.1	-1.1	5
COc1ccc(C=CC(=O)c2ccc([N+](=O)[O-])cc2)cc1	-1	nt	-1	0.1	-5	-0.4	1.0	-3.2	3
CN(C)CC(C)(C)CNc1ccc(S(=O)(=O)N2CCCC2)cn1	-1	0.1	-8	-0.7	3	-0.2	0.6	-2.5	1
CN(C(=O)c1ccco1)c1nnc(-c2ccc(F)cc2)s1	-2	0.7	-10	-0.6	1	-2.9	-0.3	-2.8	3
O=C(COC(=O)c1ncc(Cl)c(Cl)c1Cl)NCc1ccccc1	3	-0.7	-3	-1.5	1	-0.7	-2.3	nt	3
CC(C)CC1C(=O)N(Cc2cn(Cc3ccco3)nn2)CCS(=O)(=O)N1Cc1ccc(-c2ccc(Cl)c(Cl)c2)cc1 (stereo unspecified)	3	nt	0	nt	-4	-0.6	0.2	0.3	-1
Cc1ccc(S(=O)(=O)N2CCC(=O)N(C(COCc3ccccc3)C(C)C)CC2)cc1 (stereo unspecified)	-1	-0.5	-6	1.7	4	-0.5	-0.5	-1.3	2
CC(C)c1ccc(NC(=O)Cc2cn(C)c3ccccc23)cc1	2	-0.7	3	0.0	0	0.0	nt	-1.5	3
C=CC[n+]1c(/C=C/c2ccc(OC(C)=O)c(OC)c2)ccc2ccccc21	3	2.4	-43	4.6	-8	-8.4	nt	-1.3	23
COc1ccc(OC)c(S(=O)(=O)N(C)CC(=O)N2CCOCC2)c1	4	-1.1	-6	1.9	-2	-1.1	0.1	0.2	5
O=C(O)c1cccc(NCc2cccnc2)c1	6	-1.2	5	-2.5	-2	0.6	-0.2	0.8	-14
O=C(COc1cccnc1[N+](=O)[O-])c1ccc(Cl)s1	4	0.1	-4	-0.1	-1	0.6	1.5	-2.7	-7
Cc1ccc(C(=O)N/C(=C\c2ccco2)C(=O)NCCN2CCCCC2)cc1C	-2	0.2	-18	0.0	-12	-3.6	-0.1	-0.5	10
CC(C)Nc1nc(C#N)nc(NC(C)C)n1	-1	-0.7	-6	0.5	-1	-1.6	1.3	-3.6	-2
O=C(O)c1ccccc1C(=O)c1ccc2c(c1)N(Cc1ccc(Cl)c(Cl)c1)C(=O)CO2	-2	-0.7	-3	2.6	-2	0.9	2.9	-0.7	-2
O=C(O)CC1c2ccccc2C=Cc2ccccc21	9	1.3	-4	0.8	-2	-0.6	1.8	-5.7	0
O=C(Nc1ccccc1N1CCCC1)C1CCN(S(=O)(=O)c2ccccc2)CC1	-1	-1.2	-15	2.5	-8	-0.5	nt	-1.5	3
CCCCn1c(O)c(C(CC)=NCc2ccc3c(c2)OCO3)c(=O)[nH]c1=O	2	0.3	-23	2.5	-2	-0.2	4.2	-8.2	-6
CCOC(=O)c1cc(-c2cccnc2)nn1-c1ccccc1C	-1	0.4	-3	0.5	5	0.8	2.6	-0.9	22
Cc1[nH]n2c(=O)c3c(nc2c1-c1ccc(F)cc1)CCCC3	5	-0.7	2	-1.3	-6	-1.5	nt	-0.2	4
Cc1nnc(SCC(=O)N2CCCC2)n(N)c1=O	-1	-1.1	-5	-0.1	-4	-0.6	nt	-1.3	7
COc1ccccc1N1CCN(S(=O)(=O)CCNC(=O)CC2CCCCC2)CC1	-2	-0.2	nt	0.9	nt	nt	0.1	-3.1	10
COc1ccc2c(/C=C/c3cc[n+](C)cc3)c[nH]c2c1	-13	2.0	?	-1.3	-40	1.4	-1.7	nt	8
COC(=O)C1C(OC)=CC(=O)C2CCCCC21 (stereo unspecified)	2	nt	-2	-0.9	-3	-0.4	nt	-1.9	11
C=CCc1ccccc1OCCNCc1ccccc1	-2	-1.8	-10	-0.4	1	0.8	nt	-1.1	-2
Cc1ccc(S(=O)(=O)Nc2cccc(Cl)c2)cc1NC(=O)c1cccnc1	2	nt	-4	0.9	0	0.4	3.3	-3.9	-6
CCCOC1CCCN(C(=O)CCc2nnc(-c3ccc4c(c3)OCO4)o2)C1 (stereo unspecified)	8	-1.1	-2	0.7	-3	-0.7	-0.1	nt	6
CCCC(=O)N1CCC1(C)C(=O)Nc1ccc(OC(F)F)cc1 (stereo unspecified)	0	nt	-2	nt	-6	-0.2	-2.2	2.0	18
Cc1cccc(CC(C)NC(=O)CCc2nnc(-c3ccccc3)o2)n1 (stereo unspecified)	1	0.5	-6	0.9	-3	-0.2	-1.2	0.2	22
O=C(N1CCCC1)C12CC3CCC(CC(C3)C1)C2	1	-1.5	1	1.6	-1	-0.8	1.9	-1.0	0
Cc1cccc(C)c1NC(=O)CN1N=NC2C(=O)N(c3cccc(Cl)c3)C(=O)C21 (stereo unspecified)	3	-0.4	8	-0.3	-2	0.8	5.6	-1.4	-1
Cc1ccnc(NC(=O)c2cccc([N+](=O)[O-])c2C)c1	-3	1.8	-3	-0.7	1	0.1	nt	-3.2	-5
Brc1ccsc1-c1csc(-c2ccncc2)n1	3	1.8	-18	0.3	2	6.1	-1.5	0.2	5
CCN(CC)C(=O)C1=C(C)N(Cc2ccccc2)C(=O)C(CC(=O)NCCN2CCOCC2)C1 (stereo unspecified)	-1	nt	-7	nt	-4	-0.4	-3.6	1.6	11
Cc1cccc(C)c1OCC(=O)Nc1ccncc1	2	1.7	?	-0.5	1	-3.2	-1.4	0.1	14
CN1CCN(c2ccc([N+](=O)[O-])c(Sc3nc4ccccc4[nH]3)c2)CC1	-3	-1.6	-2	2.0	-4	-1.0	0.9	-4.8	13
CNc1cccc(-c2cccc(C(=O)N3CCOCC3)c2)n1	1	nt	-5	nt	4	0.1	0.5	-3.5	-3
COc1ccccc1NC(=O)C12CCC(C)(C(=O)C1)C2(C)C (stereo unspecified)	3	-0.4	1	-0.7	0	0.1	0.2	-2.1	-1
Cc1ccc(C(C)CCN2CCC(n3nccc3NC(=O)c3ccccc3)CC2)o1 (stereo unspecified)	-3	1.7	-14	-2.0	-6	-3.9	-0.5	0.3	-1
Cc1nnc(NC(=O)c2ccc3c(c2)C(=O)N(CC2CCCO2)C3=O)s1 (stereo unspecified)	-2	3.2	-17	-0.7	-1	-2.8	-1.2	0.2	15
Cc1ccc(C(=O)/C=C/Nc2ccc(S(=O)(=O)Nc3cc(C)nc(C)n3)cc2)cc1	5	1.5	-4	-0.2	0	-2.3	-2.4	-2.6	20
CC(NC(=O)CCC1COc2ccccc2O1)c1ccccc1 (stereo unspecified)	1	-1.6	9	-1.6	-3	0.6	0.0	-0.5	-5
NC(=O)OCCSc1nnc(-c2cccc(C(N)=S)c2)o1	0	-3.3	-3	0.1	-1	-0.4	0.2	-2.8	12
C#CCOCCOCCOCCNc1nc(N2CCN(C(=O)[C@H](CCC(=O)O)n3cc(C(N)[C@H](C)CC)nn3)CC2)nc(N2CCN(C(=O)[C@H](CCC(=O)O)n3cc(C(N)[C@H](C)CC)nn3)CC2)n1 (stereo partly specified)	5	4.0	0	-0.9	1	-0.3	-2.1	0.5	0

Taken from above.
Result for COc1ccccc1NC(=O)CCC(=O)OCc1ccc([N+](=O)[O-])cc1 under GDH-TPI counter: 3
Result for COc1ccc(OC(C)C(=O)N(C)Cc2nc(-c3ccccc3)no2)cc1 (stereo unspecified) under PfHsp40 rescue: 0.4

Screening results: PubChem, several laboratories

Hits appear at their usual frequency; 4.7% or so of the library scored in one or more.
